ASM inhibitor – Inhibitors of Secretory Acid Sphingomyelinase (S-ASM): qHTS | Sphingomyelin phosphodiesterase (Homo sapiens), P17405 | placental ASM, HMU-PC fluorogenic substrate, 60 min | Potency, µM (titrated, usually from 57.5 µM), without a hit: at the highest dose activity change, negative = inhibition, most hits filed as inhibitors | 0.006% of 340,000 active; further: potency means the concentration at half of the fitted maximal effect
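qHTS format. ASM enzyme prepared from human placenta hydrolyses the fluorogenic substrate HMU-PC0 (9 uM final) over 60 min at 37 °C after a 10 min compound preincubation.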
TSG101-PTAP inh – qHTS Assay for Iinhibitors of HIV-1 Budding by Blocking the Interaction of PTAP/TSG101. Fluorescence polarization, FITC-PTAP peptide / Tsg101 binding. Potency, µM (doses to about 115 µM), for the others: at the highest dose activity change, negative = inhibition, usual class: inhibitors. 340,000 tested, under 10 active; active means well fitted inhibition curve with a large enough effect in the main read-out, with a control signal flat, not every such curve was filed as active; inconclusive means small, poorly fitted or top-dose-only effect, or effect the other way, or a change in a side signal; inactive means no such curve, though single readings can be large or run the other way; further: potency means the concentration at half of the fitted maximal effect; % of control where 0% means no effect
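Tsg101 binding domain (10 uM final) was mixed with compound and a FITC-labeled PTAP peptide (50 nM final) in HEPES pH 7.5 buffer with NaCl, Tween 20, EDTA and TCEP; fluorescence polarization was read after 20 min at r.t.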
TRPV1 ag – HTS Assay for Compounds that Act as Agonists of the Vanilloid Receptor 1; Transient receptor potential cation channel subfamily V member 1 (Homo sapiens), Q8NER1; TRPV1-expressing cells, Fluo-8 calcium influx, agonist mode; activation, % at 8.33 µM; 0.19% of 320,000 active; in the data active means activation above about 80%; inconclusive means between about 30% and that limit; further: 0% is about no effect
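TRPV1-expressing cells were cultured overnight at 35.5C and loaded with Fluo-8 calcium dye for 40 to 90 min at room temperature. After a 10 s baseline, compound was added and calcium influx was read kinetically for 3 min (ex 480/em 520 nm).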
BRCA1 expr act – qHTS Assay to Identify Small Molecule Activators of BRCA1 Expression; MCF7-BRCA1-FFLuc reporter, luminescence, 48 h; response scale: scaled: vehicle 0%, 10 µM genistein 100%; Potency, µM (series often up to 46.1 µM), inactives show top-dose activation, usual class: activators; 1.1% of 380,000 active; AID 624202, 2012; further: potency means the concentration at half of the fitted maximal effect; nearly all actives have a fitted effect of over 80% in size; some results filed as inactive show a strong effect at the top dose
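First, MCF7-BRCA1-FFLuc cells (2000/well) attach for 2 h; next, compounds are pin-added and incubated 48 h at 37 °C; finally, luciferase reagent is added and luminescence read after 15 min.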
USP2a block – qHTS Assay for Inhibitors of Ubiquitin-specific Protease USP2a Using CHOP2 as the Reporter | Ubiquitin carboxyl-terminal hydrolase 2 (Homo sapiens), O75604 | USP2 core, Ub-CHOP2 coupled fluorogenic reporter, 485/531 | 0.01% of 330,000 active | Potency, µM (highest dose often 38.3 µM), without a hit: top-dose activity change, negative = inhibition, most hits filed as inhibitors;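 further: potency means the concentration at half of the fitted maximal effect; plate controls were DMSO wells for no effect and full inhibition by NEM control for full effect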
Target sequence (O75604 whole entry, looked up): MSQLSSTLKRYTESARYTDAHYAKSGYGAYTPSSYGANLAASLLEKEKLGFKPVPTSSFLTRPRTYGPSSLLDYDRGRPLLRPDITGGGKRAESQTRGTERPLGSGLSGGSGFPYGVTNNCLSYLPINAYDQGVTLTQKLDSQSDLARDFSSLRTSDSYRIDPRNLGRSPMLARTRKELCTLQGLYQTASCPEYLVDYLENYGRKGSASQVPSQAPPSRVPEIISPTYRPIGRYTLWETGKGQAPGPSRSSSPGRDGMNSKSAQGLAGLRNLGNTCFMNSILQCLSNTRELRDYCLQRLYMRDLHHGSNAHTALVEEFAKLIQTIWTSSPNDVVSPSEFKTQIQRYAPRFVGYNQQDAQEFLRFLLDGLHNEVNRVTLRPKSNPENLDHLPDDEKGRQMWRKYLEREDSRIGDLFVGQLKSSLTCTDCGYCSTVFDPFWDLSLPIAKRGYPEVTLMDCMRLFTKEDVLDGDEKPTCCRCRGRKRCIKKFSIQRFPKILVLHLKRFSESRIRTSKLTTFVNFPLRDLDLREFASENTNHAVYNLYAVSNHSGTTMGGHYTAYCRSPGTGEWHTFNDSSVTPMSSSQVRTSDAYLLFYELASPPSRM
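Deubiquitinase activity read as fluorescence (485/531 nm) after Ub-CHOP2 cleavage activates the enterokinase reporter on its substrate; USP2 core 10nM, Ub-CHOP2 and substrate 25nM each, 30min compound preincubation then 60min RT; data normalized to NEM, curves fitted.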
a7 integrin act – qHTS for Activators of Integrin-Mediated Alleviation for Muscular Dystrophy; 0.064% of 350,000 active; AID 624291, 2012; alpha7betagal myoblasts, beta-gal FDG fluorescence, 48 h; Potency, µM (top dose mostly 38.3 µM), without a hit: top-dose activation, hits mostly activators;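 further: potency means the concentration at half of the fitted maximal effect; 100% = response of the positive control SU9516; nearly all actives have a fitted effect of over 60% in size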
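Alpha7betagal+/- myoblasts (passage 13) were plated 16-24 hr, then exposed to compounds (1:260 dilution of DMSO stock) for 48 hours at 37C. After MPER lysis, β-galactosidase reporter activity was read as FDG fluorescence (ex 480/em 540) after 30 minutes.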
Eya2 inh – qHTS Assay for Inhibitors of the Phosphatase Activity of Eya2. recombinant Eya2, OMFP fluorescence dephosphorylation (OMFP is methylfluorescein phosphate). Potency, µM (top dose mostly 76.9 µM), for the others: at the top dose activity, negative = inhibition, actives largely listed as inhibitors. 0.006% of 330,000 active. AID 488837, 2010; further: potency means the concentration at half of the fitted maximal effect; on the % scale 0 is the no-effect control and ±100 the full control effect
Target sequence (O00167 whole entry, looked up): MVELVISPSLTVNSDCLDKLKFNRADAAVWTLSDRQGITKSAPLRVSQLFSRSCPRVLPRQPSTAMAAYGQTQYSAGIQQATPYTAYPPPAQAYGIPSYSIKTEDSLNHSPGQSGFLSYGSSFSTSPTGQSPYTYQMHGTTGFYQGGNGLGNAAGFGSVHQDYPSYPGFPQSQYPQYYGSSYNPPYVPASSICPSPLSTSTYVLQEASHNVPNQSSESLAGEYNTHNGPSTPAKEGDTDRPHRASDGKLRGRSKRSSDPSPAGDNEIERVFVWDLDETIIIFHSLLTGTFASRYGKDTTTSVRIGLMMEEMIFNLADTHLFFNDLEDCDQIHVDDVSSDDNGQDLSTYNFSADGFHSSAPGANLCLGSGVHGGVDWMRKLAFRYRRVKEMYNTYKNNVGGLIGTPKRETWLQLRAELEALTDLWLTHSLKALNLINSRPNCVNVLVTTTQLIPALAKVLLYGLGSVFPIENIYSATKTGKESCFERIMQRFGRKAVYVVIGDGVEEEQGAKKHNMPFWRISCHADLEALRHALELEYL
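Eya2 (0.2 uM) preincubated 10 min at ambient with compound, then OMFP substrate added at 50 uM; 10 min reaction in 50 mM HEPES pH 7.5, 50 mM NaCl, 5 uM MgCl2, 0.05% BSA, 1 mM DTT. Fluorescence read at Ex 485/Em 525 nm.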
ELG1 genotox – qHTS screen for small molecules that induce genotoxicity in human embryonic kidney (HEK293T) cells expressing luciferase-tagged ELG1; HEK293T ELG1-luciferase reporter, luminescence, 16 h; 1.3% of 330,000 active; Potency, µM (top dose mostly 46 µM), for the others: at the top dose activity change, positive = activation, hits mostly activators; further: potency means the concentration at half of the fitted maximal effect; % of control where 0% means no effect; nearly all actives have a fitted effect of over 60% in size
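Genotoxic stress is detected as increased luminescence from luciferase-tagged ELG1 in HEK293T cells, measured with ONE-Glo after a 16 hr treatment at 37 °C.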
B2AR arrestin – qHTS assay of beta-arrestin-biased ligands of beta2-adrenergic receptor | 0.02% of 330,000 active | Potency, µM (top dose mostly 46.1 µM), inactives show at the top dose activation, most hits filed as activators | AID 492947, 2010 | Beta-2 adrenergic receptor (Homo sapiens), P07550 | beta-arrestin recruitment to beta2AR, cell-based reporter;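 further: potency means the concentration at half of the fitted maximal effect; 0% = DMSO controls and full agonism = EC100 isoproterenol or metaproterenol; nearly all actives have a fitted effect of over 65% in size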
p53 reactivator – qHTS assay for re-activators of p53 using a Luc reporter; H1299 p53-A138V BP100-luciferase reporter, luminescence, 24 h; Potency, µM (series often up to 92.2 µM), for the others: top-dose activity change, positive = activation, usual class: activators; 0.063% of 320,000 active; further: potency means the concentration at half of the fitted maximal effect; % of control where 0% means no effect; nearly all actives have a fitted effect of over 45% in size
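p53-null H1299 cells stably carrying temperature-sensitive p53-A138V and a BP100-luciferase reporter were pinned with compounds (4-point, 1:5 series) and held 24 hrs at 37 deg C. Luminescence was read 10 min after detection reagent.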
uPA generation – qHTS for Inhibitors of Cell Surface uPA Generation; cell surface uPA generation assay, qHTS; Potency, µM (titrated, usually from 38.3 µM), for the others: at the top dose activity change, negative = inhibition, hits mostly inhibitors; 0.31% of 330,000 active; AID 540303, 2011; active means well fitted inhibition curve with a large enough effect; inconclusive means small, poorly fitted or top-dose-only effect; inactive means no such curve, though single readings can be large or run the other way; tested in mouse RAW 264.7 cells; further: potency means the concentration at half of the fitted maximal effect; on the % scale 0 is the no-effect control and ±100 the full control effect; nearly all actives have a fitted effect of over 55% in size
An asterisk follows results filed as active; [ ] = remark or other dose. Unless noted, the call rests on the fitted dose curve; in most records, active means well fitted curve in the direction sought with a large enough effect; inconclusive means small, poorly fitted or top-dose-only effect, or another doubt; inactive means no such curve, though single readings can be large; an effect the other way counts as inactive or inconclusive.

O=S(=O)(c1ccccc1)[C@@]1(c2ccc(Br)cc2)C[C@@H]2ON=C(c3cccc(Br)c3)[C@@H]2C1 was read as ASM inhibitor -5.2%, TRPV1 ag 2.9, BRCA1 expr act -27.3%, USP2a block -0.1%, a7 integrin act 19.5%, Eya2 inh -33.8%, ELG1 genotox -3.2%, B2AR arrestin 0.2%, p53 reactivator -3.8% and uPA generation 7.6%.
For CC1CCCCN1S(=O)(=O)c1ccc(C(=O)Nc2nnc(C3=COCCO3)o2)cc1 (stereo unspecified) the results were ASM inhibitor 0.3%, TSG101-PTAP inh -0.8%, TRPV1 ag 1.1, BRCA1 expr act -34.1%, USP2a block 1.2%, a7 integrin act 22.1%, Eya2 inh -5.3%, ELG1 genotox -0.4%, B2AR arrestin -0.8%, p53 reactivator -8.4% and uPA generation -2.9%.
For COc1ccccc1N1CCN(Cc2cccc(OC)c2OC)CC1 the results were ASM inhibitor -0.5%, TSG101-PTAP inh -2.9%, TRPV1 ag -0.7, BRCA1 expr act 0.0%[1.84 µM], USP2a block 1.3%, a7 integrin act 5.4%, Eya2 inh -6.3%, ELG1 genotox -1.5%, B2AR arrestin 0.0%, p53 reactivator -5.2% and uPA generation 0.9%.
For Cc1ccc(NC(=O)c2ccccc2OCc2c(C)noc2C)cc1S(=O)(=O)N(C)C the results were ASM inhibitor 2.5%, TSG101-PTAP inh -2.0%, TRPV1 ag 21.9, BRCA1 expr act -1.3%, USP2a block 0.0%, a7 integrin act 17.4%, Eya2 inh 4.4%, ELG1 genotox -0.3%, B2AR arrestin 0.4%, p53 reactivator -0.8% and uPA generation -3.4%.
Screening CCN(CC)c1ccc(N2C(=O)C3CCCCC3C2=O)cc1[N+](=O)[O-] (stereo unspecified) returned ASM inhibitor -6.1%, TSG101-PTAP inh -1.8%, TRPV1 ag 15.4, BRCA1 expr act -20.6%, USP2a block 0.9%, a7 integrin act -5.1%, Eya2 inh 2.3%, ELG1 genotox -0.3%, B2AR arrestin -0.5%, p53 reactivator -0.4% and uPA generation 2.0%.
For CCOc1ccc(C(=S)N2CCCC2)cc1OCC the results were ASM inhibitor 0.0%, TSG101-PTAP inh -0.6%, TRPV1 ag -0.3, BRCA1 expr act -7.5%, USP2a block 0.4%, a7 integrin act -5.6%, Eya2 inh -3.8%, ELG1 genotox 1.4%, B2AR arrestin -1.0%, p53 reactivator 8.6% and uPA generation -19.7%.
COC(=O)C1=C(N)Oc2cc(C)[nH]c(=O)c2C1c1ccccc1OC (stereo unspecified) was read as ASM inhibitor 1.9%, TSG101-PTAP inh -0.6%, TRPV1 ag -2.4, BRCA1 expr act 0.0%, USP2a block 0.0%, a7 integrin act 8.1%, Eya2 inh 5.0%, ELG1 genotox -6.5%, B2AR arrestin 0.0%, p53 reactivator -4.1% and uPA generation -1.0%.
For O=[N+]([O-])c1cc2c(cc1Br)CCN2 the results were ASM inhibitor -1.2%, TSG101-PTAP inh -4.0%, TRPV1 ag 3.1, BRCA1 expr act -14.7%, USP2a block -2.2%, a7 integrin act -12.5%, Eya2 inh 2.2%, ELG1 genotox 2.2%, B2AR arrestin -0.5%, p53 reactivator 1.4% and uPA generation -2.7%.
For COc1ccc(CN=C(C#N)C2=C(O)c3ccccc3C2=O)cc1 the results were ASM inhibitor -8.8%, TSG101-PTAP inh -10.0%, TRPV1 ag 0.8, BRCA1 expr act 32.5%, USP2a block -7.6%, a7 integrin act 2.6%, Eya2 inh 6.3%, ELG1 genotox 3.4%, B2AR arrestin -0.1%, p53 reactivator 19.6% and uPA generation inconclusive.
Screening CCN(CCn1cccn1)Cc1cn[nH]c1-c1ccc(OC)cc1F returned ASM inhibitor -2.8%, TSG101-PTAP inh 0.6%, TRPV1 ag 1.7, BRCA1 expr act -13.8%, USP2a block 2.2%, a7 integrin act -7.0%, Eya2 inh 7.9%, ELG1 genotox 0.8%, B2AR arrestin -0.8%, p53 reactivator -0.1% and uPA generation -4.3%.
For O=C(/C=C/c1ccc(F)cc1)N1CCc2ccccc2C1 the results were ASM inhibitor -0.9%, TSG101-PTAP inh 1.1%, TRPV1 ag inconclusive, BRCA1 expr act inconclusive, USP2a block -0.5%, a7 integrin act -16.5%, Eya2 inh -12.3%, ELG1 genotox 16.8%, B2AR arrestin 0.2%, p53 reactivator inconclusive and uPA generation -22.6%.
CCCCOc1ccc(-c2nnc(-c3ccncc3)o2)cc1 was read as ASM inhibitor -5.3%, TSG101-PTAP inh 3.7%, TRPV1 ag inconclusive, BRCA1 expr act 79.4%, USP2a block 0.6%, a7 integrin act 7.4%, Eya2 inh 7.5%, ELG1 genotox inconclusive, B2AR arrestin -4.1%, p53 reactivator inconclusive and uPA generation 4.3%.
Screening COc1ccc2c(=O)c3c(=O)n(-c4ccc(C)cc4)c(-c4ccccc4)nc3oc2c1 returned TRPV1 ag 1.6, USP2a block 5.5%, Eya2 inh 0.7%, ELG1 genotox -0.9%, B2AR arrestin 0.5% and p53 reactivator -2.1%.
For COc1ccc(Nc2ccc3ccccc3c2)cc1 the results were ASM inhibitor 62.2%[activator], TSG101-PTAP inh -1.8%, BRCA1 expr act inconclusive, a7 integrin act 10.3% and uPA generation 3.2%.
For CNc1ccc2nnc(C(F)(F)C(F)(F)C(F)(F)F)n2n1 the results were ASM inhibitor 3.5%, TSG101-PTAP inh 1.5%, TRPV1 ag 13.9, BRCA1 expr act 38.7%, USP2a block 0.4%, a7 integrin act 10.7%, Eya2 inh 0.2%, ELG1 genotox 1.3%, B2AR arrestin 0.0%, p53 reactivator -2.8% and uPA generation -3.6%.
Screening COc1ccc([C@H]2CC(=O)C=C(c3cccc(Br)c3)C2)cc1OC returned ASM inhibitor -9.9%, TSG101-PTAP inh -2.4%, BRCA1 expr act -35.9%, USP2a block -0.6%, a7 integrin act -20.2%, Eya2 inh -17.2%, ELG1 genotox -3.1%, B2AR arrestin -0.9%, p53 reactivator -3.3% and uPA generation -27.9%.
For c1ccc(N2CCOCCOCCOCCOCCOCC2)cc1 the results were ASM inhibitor -0.1%, TSG101-PTAP inh -0.7%, TRPV1 ag -0.2, BRCA1 expr act -6.0%, USP2a block 9.3%, a7 integrin act -9.9%, Eya2 inh 11.5%, ELG1 genotox -1.0%, B2AR arrestin -0.4%, p53 reactivator -4.7% and uPA generation 1.7%.
Screening O=C(OCCN1C(=O)CCC1=O)c1ccc(S(=O)(=O)N2CCCCC2)cc1 returned ASM inhibitor -1.1%, TSG101-PTAP inh -0.9%, TRPV1 ag -0.3, BRCA1 expr act -9.8%, USP2a block -1.3%, a7 integrin act 14.6%, Eya2 inh -8.3%, ELG1 genotox 0.2%, B2AR arrestin -0.3%, p53 reactivator -18.5% and uPA generation -1.8%.
For CNC(=O)C1(C)C=CC2(CCCCC2)N1C(=O)OC (stereo unspecified) the results were ASM inhibitor 3.5%, TSG101-PTAP inh -0.4%, BRCA1 expr act 6.4%, a7 integrin act 23.8% and uPA generation 1.3%.
`Cc1ccccc1NC(=S)NC(=O)Cc1ccc(Cl)cc1` gave ASM inhibitor -6.1%, TSG101-PTAP inh -7.8%, TRPV1 ag -1.1, BRCA1 expr act -26.6%, USP2a block 3.1%, a7 integrin act -26.7%, Eya2 inh -2.1%, ELG1 genotox 0.3%, B2AR arrestin -0.4%, p53 reactivator -2.0% and uPA generation 4.4%.
CCCCCCOc1ccc(/C(C)=N/NC2=NCCN2)cc1 was read as ASM inhibitor inconclusive, TSG101-PTAP inh -3.2%, TRPV1 ag -0.9, BRCA1 expr act -59.6%, USP2a block -1.8%, a7 integrin act -1.9%, Eya2 inh -13.9%, ELG1 genotox -6.0%, B2AR arrestin -0.4%, p53 reactivator 36.1% and uPA generation inconclusive.
For Cc1cccn2c(=O)c(/C=C(\C#N)C(=O)NC3CCS(=O)(=O)C3)c(Oc3ccc(F)cc3)nc12 (stereo unspecified) the results were ASM inhibitor 377.9%[activator], TSG101-PTAP inh -8.3%, TRPV1 ag 1.7, BRCA1 expr act -60.4%, USP2a block -1.1%, a7 integrin act -11.8%, Eya2 inh -5.3%, ELG1 genotox -9.5%, B2AR arrestin -0.9%, p53 reactivator 7.0% and uPA generation -8.4%.
COc1ccc(N(C(=O)c2ccc(S(=O)(=O)N3CCOCC3)cc2)C2C=CS(=O)(=O)C2)cc1 (stereo unspecified) was read as ASM inhibitor 3.6%, TSG101-PTAP inh -6.1%, TRPV1 ag 1.1, BRCA1 expr act -2.8%, USP2a block -0.3%, a7 integrin act -6.3%, Eya2 inh 7.2%, ELG1 genotox 0.8%, B2AR arrestin 0.2%, p53 reactivator 3.1% and uPA generation -33.2%.

Bioassay records from PubChem BioAssay.
